Alkaline phosphatase: human TNAP enzyme inhibitors, biochemical, luminescent (AID 518); Alkaline phosphatase, tissue-nonspecific isozyme (Homo sapiens); purified TNAP enzyme, luminescent substrate readout; higher % means a stronger effect; inhibition, % at 20 µM, or IC50 in µM where a hit was titrated; hit rate 0.09% among 64,000; in the data active = a potency from the dose series; inactive = the rest, 99 in 100 with inhibition below about 22%;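 note: plate controls were vehicle for no effect and reference inhibitor for full effect; many of its hits are not listed in these tables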
MK inhibit: S. pneumoniae MK inhibitors, primary screen, biochemical, PK/LDH-coupled NADH absorbance; mevalonate kinase [Streptococcus pneumoniae D39]; hit rate 0.48% among 65,000; inhibition, % at 10 µM; purified MK, PK/LDH-coupled NADH absorbance 340 nm;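 active = ranked among the strongest by inhibition in the single 10 µM screen, a fixed top-ranked set picked for dose follow-up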; note: no value below 0 was filed
DPM-DC inhibit: S. pneumoniae DPM-DC inhibitors, primary screen, biochemical, PK/LDH-coupled NADH fluorescence. purified DPM-DC. calls only at 10 µM. hit rate 0.49% among 65,000. AID 556, 2006;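 active = the 320 compounds with the highest percent inhibition in the single-dose primary screen, excluding strongly autofluorescent ones, cut at about 32% in these data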;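 note: kinetic rate of NADH fluorescence loss reporting ADP formed by the decarboxylase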
HPDE-C7 cytotoxicity: cytotoxicity in HPDE-C7 cells, cell-based, fluorescence, HTS (AID 430); HPDE-C7 pancreatic duct cells viability, fluorescence; higher % means a stronger effect; one-dose cytotoxicity, % at 10 µM; EC50 in µM for titrated hits; hit rate 1.8% among 63,000;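 note: cells exposed to compound for 48 hours before viability readout; 0% = vehicle and 100% = reference cytotoxic drug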
Spn PMK inh: S. pneumoniae PMK inhibitors, primary screen, biochemical, mevalonate pathway, pilot trial included; purified PMK, PK/LDH-coupled NADH absorbance 340 nm; phosphomevalonate kinase (Streptococcus pneumoniae D39); hit rate 0.49% among 65,000; inhibition, % at 10 µM;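 active = top-ranked compounds by inhibition in the single 10 µM screen, taking a fixed number of the strongest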;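 note: 0% = full reaction with DMSO carrier and 100% = background rate without enzyme reaction; no value below 0 was filed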
HT1080 cytotoxicity: cytotoxicity in HT1080 fibrosarcoma cells, cell-based, fluorescence readout (AID 620). cytotoxicity, % at 10 µM, or EC50 in µM where a hit was titrated. HT1080 viability, fluorescence; higher % means a stronger effect. hit rate 0.42% among 87,000;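 note: cells exposed to compound overnight then 4 h with Alamar Blue; 0% = vehicle DMSO and 100% = killing control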
Bfl-1 displacement: Bfl-1 inhibitors, primary screen, biochemical, fluorescence polarization, FITC-Bid, mouse (AID 432). hit rate 0.02% among 64,000. Bcl-2-related protein A1 (Mus musculus). FITC-Bid BH3 peptide fluorescence polarization displacement; higher % means a stronger effect. displacement, % at 20 µM; hits with a dose series show IC50 in µM; in the data active = a potency from the dose series; inactive = the rest, 99 in 100 with displacement below about 15%; note: strong numbers were not always called active
KRASV12 cytotoxicity: cytotoxicity in KRAS-transformed pancreatic duct cells, primary screen, cell-based, fluorescence, HTS (AID 431); HPDE-C7K KRASV12 cells, Alamar Blue viability, 48 h; higher % means a stronger effect; one-dose cytotoxicity, % at 10 µM; EC50 in µM for titrated hits; hit rate 1.7% among 63,000;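 active = compounds whose percent cytotoxicity in the single-dose primary screen, scaled between solvent and toxic-drug controls, exceeds 50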;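 note: 0% = DMSO solvent wells and 100% = doxorubicin-treated wells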
LYP phosphatase: LYP phosphatase inhibitors, primary screen, biochemical, DiFMUP fluorescence, recombinant catalytic domain, 10 µM (AID 606). one-dose inhibition, % at 10 µM; IC50 in µM for titrated hits. recombinant LYP catalytic domain, DiFMUP fluorescence; higher % means a stronger effect. 52,000 tested, under 10 active. Tyrosine-protein phosphatase non-receptor type 22 (Homo sapiens);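 active = IC50 under 40 µM in the dose-response test; inactive = IC50 of 40 µM or more, or never dose-tested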
Spn PMK inh pilot replicates: further read-out of Spn PMK inh, marked with its call; inhibition, %; measured here: pilot screen replicates
MK inhibit pilot replicates: also measured in MK inhibit; calls as there; inhibition, %; measured here: pilot screen replicates
DPM-DC inhibit pilot screen %: second read-out of DPM-DC inhibit, no call of its own (marks repeat the call); inhibition, %; measured here: pilot screen trials
The depositor's hits bear a star; i = inactive; nt = not tested or not shown; + = active, no number. Cut-off read from the data, not from the text of the source, unless noted: active = cytotoxicity above about 50%; inactive = the rest.

SMILES	Alkaline phosphatase	MK inhibit	DPM-DC inhibit	HPDE-C7 cytotoxicity	Spn PMK inh	HT1080 cytotoxicity	Bfl-1 displacement	KRASV12 cytotoxicity	LYP phosphatase	others
O=C(CSc1nnc(-c2cnccn2)n1Cc1ccco1)c1ccc(Cl)cc1	15%	10	i	12%	17	4%	2%	16%	7%	Spn PMK inh pilot replicates=0.0;MK inhibit pilot replicates=2.0;DPM-DC inhibit pilot screen %=0.5
CCN(CC)C(=O)c1cc(-c2ccccc2OC)on1	9%	4	i	-9%	13	10%	2%	5%	6%
COc1ccc(NC(=O)N(C2CCCCC2)C(C)c2ccco2)c(OC)c1 (stereo not given)	0%	3	i	-12%	26*	-7%	-3%	-12%	18%
N#Cc1ccccc1Cn1c(=O)n(Cc2ccc(C(=O)NCc3ccco3)cc2)c(=O)c2ccccc21	21%	0	i	8%	7	-6%	4%	14%	3%	Spn PMK inh pilot replicates=0.0;MK inhibit pilot replicates=1.0;DPM-DC inhibit pilot screen %=0.5
Nc1nc(Nc2cccc(C(F)(F)F)c2)nc(C(F)(F)F)n1	17%	0	i	49%	4	26%	1%	40%	nt
O=C(NCc1ccccn1)C1CCC(=O)N1C1CCCC1 (stereo not given)	6%	1	i	-6%	5	-4%	-5%	2%	3%
Fc1ccc(NCc2cn3ccccc3n2)cc1	12%	2	i	8%	12	-4%	1%	-1%	nt
O=C(COc1ccc2oc3c(c2c1)CCCC3)Nc1ccccn1	nt	0	i	nt	12	1%	nt	nt	19%
CCOC(=O)CCc1c(C)nc(SCCCn2c(=O)[nH]c3ccccc32)c(C#N)c1C	8%	0	i	4%	0	-4%	23%	3%	-1%
Cc1nc2sccn2c1-c1nc(C2CC2)c(C(=O)c2ccc3c(c2)NC(=O)CO3)s1	15%	0	i	1%	13	-1%	1%	5%	-26%
Cc1cccc(-n2ncc3c(N4CCC(C)CC4)ncnc32)c1	2%	6	i	7%	6	nt	-7%	11%	0%
Cc1cc(C)c(NC(=O)C2CCCN2CCO)c(C)c1 (stereo not given)	7%	11	i	-5%	12	4%	11%	-2%	14%	Spn PMK inh pilot replicates=1.5;MK inhibit pilot replicates=0.0;DPM-DC inhibit pilot screen %=0.0
CCOC(=O)N1CCN(C(=O)CSc2nnc(-c3cc(OC)ccc3OC)o2)CC1	2%	0	i	3%	13	-3%	-13%	13%	-38%
O=C(CSc1nnc(COc2ccccc2)n1Cc1ccco1)c1ccc(F)cc1	9%	4	i	-14%	4	-13%	-6%	-12%	7%
O=C(NCCN1CCOCC1)c1ccncc1	12%	5	i	-9%	9	-12%	-2%	-7%	nt
CC(C)(C)OC(=O)NCCC(=O)Oc1ccc2ccc(=O)oc2c1	8%	6	nt	2%	9	nt	5%	6%	-2%
Cc1cc(N2CCN(c3ccccc3)CC2)nc(-n2nc(C)cc2C)n1	7%	5	i	-18%	3	-12%	-2%	-8%	3%
COc1ccc(NC(=O)Nc2cccs2)cc1OC	9%	2	i	-15%	18	-1%	5%	-3%	14%
N#Cc1c(N2CCN(C(=O)c3ccco3)CC2)nc(-c2ccccc2)c2c1CCCC2	11%	1	nt	9%	5	2%	-3%	12%	6%
CN(Cc1nc(-c2ccccn2)no1)S(=O)(=O)c1ccc(Br)cc1	4%	3	i	0%	9	8%	-8%	4%	-1%
COC(=O)c1ccc(CSc2nc3c(cnn3-c3ccccc3)c(=O)[nH]2)o1	nt	0	i	nt	0	-15%	nt	nt	17%
CCOc1ccccc1-c1nnc(SCC(=O)Nc2ccccc2)o1	3%	6	i	-19%	0	-1%	0%	-18%	2%
Cc1cc2c(cc(C(=O)NCCCN3CCOCC3)n2Cc2ccc(Cl)cc2)o1	10%	4	i	2%	12	-5%	-6%	7%	11%
[O-][n+]1onc2c1C(N1CCOCC1)CCC2N1CCOCC1 (stereo not given)	10%	10	i	-8%	5	-27%	-3%	-7%	9%
COc1ccc(C(=O)NCC2OCCc3ccccc32)c(O)c1 (stereo not given)	8%	7	i	6%	7	-8%	-8%	15%	-6%
O=C(O)CCC(=O)NC1CCCCCCC1	-4%	4	i	-12%	0	2%	0%	-6%	4%
CCOC(=O)C1CCCCN1Cc1ccc(F)c(Br)c1 (stereo not given)	5%	45*	i	-8%	0	-2%	-4%	-11%	nt
COc1ccc(N=c2oc3c(OC)cccc3cc2C(=O)NCc2ccco2)cc1OC	12%	5	i	32%	1	3%	-2%	40%	7%
Cc1cc(NS(=O)(=O)c2ccc(NC(=O)C(C)N3C(=O)c4ccccc4C3=O)cc2)nc(C)n1 (stereo not given)	10%	2	i	-6%	0	6%	11%	7%	3%	Spn PMK inh pilot replicates=0.0;MK inhibit pilot replicates=0.0;DPM-DC inhibit pilot screen %=0.0
CC1CC(C)CN(CC(=O)Nc2ccc(S(N)(=O)=O)cc2)C1 (stereo not given)	12%	12	i	5%	0	-2%	-11%	5%	nt	Spn PMK inh pilot replicates=2.5;MK inhibit pilot replicates=0.5;DPM-DC inhibit pilot screen %=5.0
O=C(O)CCC(=O)Nc1ccc2c(c1)oc1ccccc12	7%	6	i	-2%	0	-4%	7%	1%	5%
COCCCNC(=O)CCn1c(=O)c2ccccc2n(CC(=O)Nc2ccc(C)cc2C)c1=O	16%	0	i	19%	10	10%	-3%	11%	7%	Spn PMK inh pilot replicates=7.0;MK inhibit pilot replicates=4.0;DPM-DC inhibit pilot screen %=0.0
CCCC1=C(C(=O)OCC)C(c2ccc(O)cc2)n2ncnc2N1 (stereo not given)	7%	8	i	-10%	0	-2%	-2%	4%	-2%
O=C(CSCc1cnn(-c2ccccc2)c1-n1cccc1)NCc1cccs1	-3%	0	i	-14%	21	nt	-1%	-5%	14%
C=CCn1c(=O)/c(=C/c2ccc(Cl)cc2)s/c1=C(/C#N)c1nnc2n1CCCCC2	17%	13	i	10%	19	-9%	4%	4%	7%
CN(C)S(=O)(=O)c1ccc(C(=O)Nc2ccc(OCC(=O)N3CCOCC3)cc2)cc1	12%	5	i	-6%	10	-5%	-1%	-12%	7%
O=C(Nc1nc2c(Cl)cccc2s1)c1ccc(Br)o1	14%	4	i	14%	0	-16%	-8%	8%	11%
Brc1ccccc1-c1nnc(COc2ncnc3c2cnn3-c2ccccc2)o1	4%	1	i	8%	15	1%	-1%	15%	7%
O=c1c2c(nc3nc(SCc4ccccc4)[nH]n13)CCC2	3%	11	i	3%	9	13%	3%	-2%	nt
CN(C)S(=O)(=O)c1cccc(C(=O)C2=C3SC=C(c4ccccc4)N3CC2)c1	8%	10	+	-6%	0	-3%	-1%	-2%	15%
CC(C)NC(=O)Cn1nnc(-c2ccc(Cl)cc2)n1	3%	7	i	0%	11	-3%	0%	1%	nt
CC(C)C(NS(=O)(=O)c1ccc(Br)s1)C(=O)O (stereo not given)	4%	0	i	-12%	15	-1%	-3%	-13%	1%
CCOCCCNC(=O)CN1CCN(c2ccc(F)cc2)CC1	18%	29	i	-30%	21	-6%	-6%	-34%	nt
COc1ccc(S(=O)(=O)Nc2ccc(NC(C)=O)cc2)cc1OC	15%	8	i	2%	14	-6%	-2%	-3%	-9%
CCc1nn(C(C)C(=O)Nc2cccc(C)c2C)c(=O)c2cc3occc3n12 (stereo not given)	3%	0	i	nt	18	4%	2%	nt	17%
O=C1c2ccccc2S(=O)(=O)N1CC(O)COc1ccc(Cl)cc1 (stereo not given)	9%	0	i	22%	2	-4%	4%	-5%	6%
COc1ccccc1N1CCN(C(=O)c2ccc(S(=O)(=O)N3CCCCCC3)cc2)CC1	11%	8	i	-13%	10	6%	-6%	5%	-10%	Spn PMK inh pilot replicates=1.5;MK inhibit pilot replicates=0.0;DPM-DC inhibit pilot screen %=1.5
COC(=O)COc1ccc(S(=O)(=O)Nc2ccc(C(N)=O)cc2)cc1	-2%	6	i	5%	10	2%	-6%	-2%	1%
Cc1csc(NC(=O)CSc2nnc(-c3ccncc3)n2C)n1	17%	18	i	-15%	10	-14%	-7%	-16%	9%
O=C(c1cc(-c2ccncc2)nc2ccc(Br)cc12)N1CCN(c2ccccn2)CC1	5%	5	i	13%	0	0%	-2%	17%	4%
CCOc1ccccc1C1C(C#N)=C(N)Nc2onc(-c3ccccc3)c21 (stereo not given)	14%	6	i	5%	7	2%	0%	6%	nt
CCN(CC)S(=O)(=O)c1ccc(Cl)c(C(=O)NC2CCCC2)c1	1%	0	i	-5%	1	-4%	1%	-4%	6%
O=C(C1CCN(Cc2ccc(OCc3ccccc3)cc2)CC1)N1CCCC1	0%	59*	i	10%	34*	-3%	3%	18%	3%
CCSc1nc2ccccc2n1CC(=O)N1CCCCC1	-1%	4	i	6%	18	-7%	-10%	1%	nt
O=CNCC(=O)NC1CCCCCC1	-1%	0	i	0%	21	-2%	-2%	13%	nt
Cc1nc2ccccc2n2c(O)c(CC(=O)O)cc12	6%	2	i	9%	42*	nt	29%	5%	7%
CCn1c(SCCOc2ccc(OC)cc2)nnc1C(CO)NC(=O)c1ccc(OC)cc1 (stereo not given)	1%	4	i	3%	1	1%	-8%	-5%	10%
COc1cccc(CC(C(=O)Nc2cc(C)ccc2C)c2nn[nH]n2)c1OC (stereo not given)	13%	12	i	-16%	13	-4%	3%	-1%	2%
O=C1c2ccccc2C(=O)N1CCCCn1c(=O)oc2ccccc21	9%	5	i	-15%	14	6%	-4%	-6%	-3%
CCCCNC(=O)OC1CCS(=O)(=O)C1 (stereo not given)	2%	9	i	0%	13	3%	-5%	-13%	-9%

Carrying on:
SMILES	Alkaline phosphatase	MK inhibit	DPM-DC inhibit	HPDE-C7 cytotoxicity	Spn PMK inh	HT1080 cytotoxicity	Bfl-1 displacement	KRASV12 cytotoxicity	LYP phosphatase	others
Cn1cc(SCC(=O)N2CCN(c3ccccc3)CC2)c2ccccc21	7%	8	i	4%	0	-10%	-1%	-6%	-2%
CCCc1nc(N2CCCC2)c(C#N)c2c1CCCC2	18%	20	i	52%*	0	-2%	-3%	88%*	11%
CCOC(=O)c1ccc(CNC(=O)c2n[nH]c(=O)c3ccccc23)o1	6%	5	i	6%	11	6%	3%	-8%	-8%
Cc1noc(C)c1CSc1nnc2cc(C)c3ccccc3n12	11%	0	i	10%	11	9%	0%	26%	4%
